Luc counter = blocks Kinase-Glo luciferase, a counter-screen artifact | AID 1379 | Kinase-Glo luciferase, ATP luminescence, 8 min | Potency, µM (titrated, usually from 38.3 µM), for the others: at the top dose activity change, negative = inhibition, actives largely listed as inhibitors | hit rate 0.28% among 200,000; note: potency is the fitted concentration of half-maximal effect; % is set by controls: 0 for no effect and ±100 for the full control effect; nearly all actives have a fitted effect of over 60% in size
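Recombinant Kinase-Glo luciferase, 10 uM ATP (linear range), luciferin; imidazole pH 7.2 / KCl / MgCl2 / Tween / BSA buffer; 8 min RT; luminescence.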
Lamin A splicing = modulators of lamin A splicing; HeLa LMNA splicing GFP/RFP minigene ratio, 48 h; Potency, µM (series often up to 46.1 µM), for the others: at the top dose ratio change, negative = inhibition, hits mostly inhibitors; hit rate 0.01% among 200,000; AID 1487; active = well fitted inhibition curve with a large enough effect in the signal ratio, with a control signal flat, not every such curve was filed as active; inconclusive = small, poorly fitted or top-dose-only effect, or effect the other way, or a change in a side signal; the % refers to the signal ratio; note: potency is the fitted concentration of half-maximal effect; % is set by controls: 0 for no effect and ±100 for the full control effect
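S3 HeLa stable clones carrying a lamin A-EGFP splicing minigene plus DsRed2 were seeded at 600 cells/well in Opti-MEM with 2% FBS, pin-dosed and incubated 48 h at 37°C. Acumen cytometry (488 nm) gave the GFP/RFP total-intensity ratio.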
CBFb-RUNX1 inh = CBF-beta/RUNX1 interaction disruption. Q01196+Q13951. AlphaScreen CBFb-His/RUNX1-biotin binding, biochemical. Potency, µM (top dose mostly 59.8 µM), inactives show at the top dose activity, negative = inhibition, actives largely listed as inhibitors. 230,000 tested, under 10 active. AID 1477; note: % of control where 0% means no effect
Target sequence (Q01196 whole entry, looked up): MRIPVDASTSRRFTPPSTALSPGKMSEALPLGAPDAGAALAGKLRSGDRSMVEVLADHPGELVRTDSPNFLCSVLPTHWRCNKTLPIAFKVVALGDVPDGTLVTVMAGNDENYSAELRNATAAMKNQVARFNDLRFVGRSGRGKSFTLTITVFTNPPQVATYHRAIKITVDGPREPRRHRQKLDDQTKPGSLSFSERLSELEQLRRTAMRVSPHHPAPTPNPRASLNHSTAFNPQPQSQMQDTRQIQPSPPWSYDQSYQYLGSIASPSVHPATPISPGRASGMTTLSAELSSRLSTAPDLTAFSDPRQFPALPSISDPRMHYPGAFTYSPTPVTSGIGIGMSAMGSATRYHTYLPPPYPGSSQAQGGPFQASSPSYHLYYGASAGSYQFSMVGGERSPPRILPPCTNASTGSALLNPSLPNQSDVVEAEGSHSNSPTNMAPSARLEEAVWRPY
Target sequence (Q13951 whole entry, looked up): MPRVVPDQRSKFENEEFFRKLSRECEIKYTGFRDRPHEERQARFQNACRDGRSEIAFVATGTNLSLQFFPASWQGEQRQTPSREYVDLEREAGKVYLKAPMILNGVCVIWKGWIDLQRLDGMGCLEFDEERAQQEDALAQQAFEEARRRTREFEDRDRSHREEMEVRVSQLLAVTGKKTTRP
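AlphaScreen binding: CBFb-His and RUNX1-biotin (30 nM each) preincubated 20 min, compound added for 15 min, then nickel and streptavidin beads for 90 min, all at room temperature. Disruption of the interaction by any mechanism counts as activity.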
Epigenetic derep = regulators of epigenetic silencing causing reporter derepression in mouse cells; murine LDR cells, GFP reporter derepression, 30 h; hit rate 0.2% among 280,000; Potency, µM (doses to about 53.9 µM), for inactives: top-dose GFP activation, most hits filed as activators; note: potency is the fitted concentration of half-maximal effect; % of control where 0% means no effect; nearly all actives have a fitted effect of over 60% in size
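GFP-positive cell count by laser-scanning cytometry (objects 20–120 um) after 30 h, 37 C compound exposure of murine LDR cells; reporter is CMV-GFP integrated at a silenced locus, inducible by HDAC or DNMT inhibitors.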
HTT aggregate = mutant huntingtin aggregation inhibition. Potency, µM (doses to about 46.1 µM), without a hit: top-dose activity change, negative = inhibition, actives largely listed as inhibitors. AID 1688. PC12 HttQ103-GFP aggregates, Acumen cytometry, 40 h. hit rate 1.1% among 220,000; note: potency is the fitted concentration of half-maximal effect; % is set by controls: 0 for no effect and ±100 for the full control effect; nearly all actives have a fitted effect of over 60% in size
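Inducible Q103 Huntingtin exon 1–GFP PC12 line, 1500 cells/well in phenol red free DMEM with 5% equine and 5% calf serum. Tebufenozide 100 nM induced expression; compounds titrated; aggregates quantified by cytometry.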
IMPase Li inh = membrane-permeable IMPase blocker, potentiated with lithium; hit rate 0.35% among 210,000; AID 1457; Potency, µM (top dose mostly 59.4 µM), inactives show top-dose activity, negative = IMPase inhibition, usual class: inhibitors; CHO-M1 cells, IP1 TR-FRET (IP-One), carbachol + lithium;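 note: IP1 builds up when IMPase is blocked and the TR-FRET signal falls; potency is the fitted concentration of half-maximal effect; plate controls were basal vehicle for no effect and high inhibitor control for full effect; nearly all actives have a fitted effect of over 50% in size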
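Lithium-sensitised IP1 accumulation assay; M1-expressing CHO cells treated 30 min at 37C with compound. Competitive antibody detection by time-resolved FRET followed a 10 min room-temperature lysis step.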
NPSR antagonist = blocks cAMP signaling of the human neuropeptide S receptor. Q6W5P4. CHO-NPSR cells, cAMP TR-FRET, antagonist mode. Potency, µM (highest dose often 38.3 µM), without a hit: at the top dose activity change, negative = inhibition, most hits filed as inhibitors. hit rate 1% among 220,000. AID 1461; note: potency is the fitted concentration of half-maximal effect; % is set by controls: 0 for no effect and ±100 for the full control effect; nearly all actives have a fitted effect of over 50% in size; many of its hits are not listed in these tables
Target sequence (Q6W5P4 whole entry, looked up): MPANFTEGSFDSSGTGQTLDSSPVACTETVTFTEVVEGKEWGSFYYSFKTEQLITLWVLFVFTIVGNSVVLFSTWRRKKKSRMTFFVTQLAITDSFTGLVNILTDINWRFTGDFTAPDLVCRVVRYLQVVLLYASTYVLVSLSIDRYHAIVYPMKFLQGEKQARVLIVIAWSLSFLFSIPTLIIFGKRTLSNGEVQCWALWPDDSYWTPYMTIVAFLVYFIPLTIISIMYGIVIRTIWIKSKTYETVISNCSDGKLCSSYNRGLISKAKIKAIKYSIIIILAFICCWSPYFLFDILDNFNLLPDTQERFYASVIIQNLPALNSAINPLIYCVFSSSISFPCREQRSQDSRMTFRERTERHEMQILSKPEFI
* = called active by the depositor; [ ] = another dose, or the depositor's remark. Unless noted, calls come from the whole dose curve; as a rule, active = well fitted curve in the direction sought with a large enough effect; inconclusive = small, poorly fitted or top-dose-only effect, or another doubt; inactive = no such curve, though single readings can be large; an effect the other way counts as inactive or inconclusive. Only part of the results is shown; rates above refer to the full screens.

What do the screens show for `Cc1c(CN(C)C(=O)c2ccc(Br)o2)cnn1C`?
Luc counter: -2.6%; Lamin A splicing: 2.5%; CBFb-RUNX1 inh: -0.9%; Epigenetic derep: -1.2%; HTT aggregate: -10.4%; IMPase Li inh: 11.6%; NPSR antagonist: 3.7%[46.1 µM]

Results for CN(C)c1ccc(/C=N/OC(=O)Nc2ccccc2Cl)cc1 ?
CBFb-RUNX1 inh: -3.3%; Epigenetic derep: -0.2%; HTT aggregate: -10.9%; IMPase Li inh: 8.2%; NPSR antagonist: -5.1%

How did COc1ccc(OC)c(S(=O)(=O)N2CCC(C(=O)NCCc3ccccc3)CC2)c1 do in these assays?
Luc counter: 3.4%; Lamin A splicing: -0.4%; CBFb-RUNX1 inh: 1.1%; Epigenetic derep: -0.9%; HTT aggregate: 6.1%; IMPase Li inh: 10.2%[38.3 µM]; NPSR antagonist: -9.3%[46.1 µM]

How did O=[N+]([O-])c1cccc(-c2c[n+]3c(n2-c2ccccc2)SCC3)c1 do in these assays?
Luc counter: -1.4%; Lamin A splicing: inconclusive; CBFb-RUNX1 inh: 2.3%; Epigenetic derep: -0.4%; HTT aggregate: 7.3%; IMPase Li inh: 15.3%; NPSR antagonist: -5.5%

How did COc1cccc(C2CC(c3c(F)cccc3Cl)n3nc(N)nc3N2)c1 (stereo not drawn) do in these assays?
Luc counter: 0.2%; Lamin A splicing: -8.0%; CBFb-RUNX1 inh: -0.3%; Epigenetic derep: -1.2%; HTT aggregate: 3.6%; IMPase Li inh: 12.4%; NPSR antagonist: 10.8%[46.1 µM]

How did CCCCC(=O)Nc1ccc(NC(=O)c2ccc([N+](=O)[O-])cc2Cl)cc1OC do in these assays?
Luc counter: -1.7%; Lamin A splicing: 1.7%; CBFb-RUNX1 inh: 2.0%; Epigenetic derep: -1.3%; HTT aggregate: -0.2%; IMPase Li inh: -3.7%; NPSR antagonist: -0.3%

Results for COc1ccc(C=O)cc1CSc1nnc(COc2cccc3cccnc23)o1 ?
Luc counter: 2.1%; Lamin A splicing: -12.3%; CBFb-RUNX1 inh: 8.3%; Epigenetic derep: -3.0%; HTT aggregate: inconclusive; IMPase Li inh: -0.4%; NPSR antagonist: -11.6%[46.1 µM]

How did CC(C)c1nc(CN2CCCCC2)cc(=O)[nH]1 do in these assays?
Luc counter: -1.1%; Lamin A splicing: 0.3%[46 µM]; CBFb-RUNX1 inh: -6.5%; Epigenetic derep: 3.3%; HTT aggregate: 10.5%; IMPase Li inh: 7.1%; NPSR antagonist: 5.4%

Results for COc1ccc(/C=C/C2=NC(=C\N(C)C)/C(=O)O2)cc1 ?
Luc counter: -0.9%; Lamin A splicing: 2.9%; CBFb-RUNX1 inh: -6.7%; Epigenetic derep: -0.9%; HTT aggregate: 3.7%; IMPase Li inh: 2.1%[38.3 µM]; NPSR antagonist: -13.2%[46.1 µM]

Results for Cc1c(NC(=O)CSc2nnc(-c3ccncc3)o2)c(=O)n(-c2ccccc2)n1C ?
Luc counter: 1.9%; Lamin A splicing: 17.6%[46 µM]; CBFb-RUNX1 inh: -2.5%; Epigenetic derep: -4.1%; HTT aggregate: 16.0%; IMPase Li inh: -10.3%; NPSR antagonist: 17.7%

What do the screens show for `O=C(Nc1cccc(-c2cn3ccccc3n2)c1)c1cccc(Cl)c1`?
Luc counter: 1.4%; Lamin A splicing: inconclusive; CBFb-RUNX1 inh: -0.4%; Epigenetic derep: 13.7%; HTT aggregate: 15.8%; IMPase Li inh: 2.1%; NPSR antagonist: 14.3%[46.1 µM]

Results for NC(=O)c1cccc2c1C(=O)N(C1CCCCC1)C2 ?
Luc counter: 0.1%; Lamin A splicing: 7.0%; CBFb-RUNX1 inh: -5.6%; Epigenetic derep: 1.0%; HTT aggregate: inconclusive; IMPase Li inh: 0.6%; NPSR antagonist: -4.3%

Results for OC(COCC1COc2ccccc2O1)CN1CCN(c2ccc(F)cc2)CC1 (stereo not drawn) ?
Luc counter: 5.1%; Lamin A splicing: inconclusive; CBFb-RUNX1 inh: -5.2%; Epigenetic derep: 0.0%; HTT aggregate: -11.6%; IMPase Li inh: 7.2%; NPSR antagonist: 12.4%

How did O=C(NCc1ccncc1)C(=O)NCC(c1ccco1)N1CCN(c2ccc(F)cc2)CC1 (stereo not drawn) do in these assays?
Luc counter: -3.5%; Lamin A splicing: inconclusive; CBFb-RUNX1 inh: -8.2%; Epigenetic derep: -2.0%; HTT aggregate: -8.9%; IMPase Li inh: -2.9%; NPSR antagonist: 24.6%

Results for CC(C)(O)C#Cc1ccc([C@@H]2C[C@H]3CN(c4ccccc4)C(=O)[C@]34CCCN24)s1 ?
Luc counter: 0.4%; CBFb-RUNX1 inh: 5.2%; Epigenetic derep: 15.7%; HTT aggregate: inconclusive; IMPase Li inh: 25.7%; NPSR antagonist: 29.4%

How did COc1cccc(NC(=S)NNC(=O)C(C)n2nc(C)c([N+](=O)[O-])c2C)c1 (stereo not drawn) do in these assays?
Luc counter: 2.0%; Lamin A splicing: -3.6%; CBFb-RUNX1 inh: 2.9%; Epigenetic derep: -2.3%; HTT aggregate: -8.3%; IMPase Li inh: -2.6%[38.3 µM]; NPSR antagonist: -11.9%[46.1 µM]

What do the screens show for `Cc1ccc(Oc2c(CO)c(-c3ccccc3)nn2C)cc1`?
Luc counter: -0.9%; CBFb-RUNX1 inh: 8.3%; Epigenetic derep: 0.8%; HTT aggregate: -27.8%; IMPase Li inh: 3.9%; NPSR antagonist: 10.0%

Results for O=C(c1cccc(Cl)c1)N1CCC(=O)N(C(COCc2ccccc2)Cc2ccccc2)CC1 (stereo not drawn) ?
Luc counter: -5.0%; Lamin A splicing: inconclusive; CBFb-RUNX1 inh: -0.1%[2.36 µM]; Epigenetic derep: 2.6%; HTT aggregate: 8.8%; IMPase Li inh: 7.0%; NPSR antagonist: -12.5%

What do the screens show for `O=C(CCl)N1N=C(c2ccco2)CC1c1cccs1` (stereo not drawn)?
Luc counter: 0.8%; Lamin A splicing: inconclusive; CBFb-RUNX1 inh: -11.7%; Epigenetic derep: -0.9%; HTT aggregate: 11.2µM*; IMPase Li inh: -0.8%; NPSR antagonist: -17.7%[46.1 µM]

Results for C/C(CC(=O)Nc1ccc(N(C)C)cc1)=N\NC(=O)c1ccccn1 ?
Luc counter: -1.5%; Lamin A splicing: 4.7%; CBFb-RUNX1 inh: -12.6%; Epigenetic derep: -0.1%; HTT aggregate: 8.4%; IMPase Li inh: 13.6%[38.3 µM]; NPSR antagonist: -22.4%[46.1 µM]

What do the screens show for `O=C(OCc1cccc([N+](=O)[O-])c1)c1cccnc1`?
Luc counter: -4.0%; CBFb-RUNX1 inh: -3.8%; Epigenetic derep: 6.6%; HTT aggregate: 5.8%; IMPase Li inh: -5.6%; NPSR antagonist: 7.4%

How did COc1ccc2oc(=O)c(-c3nnc(NCc4ccco4)s3)cc2c1 do in these assays?
Luc counter: -2.8%; Lamin A splicing: -4.0%; CBFb-RUNX1 inh: 4.5%; Epigenetic derep: 17.2%; HTT aggregate: 26.0%; IMPase Li inh: inconclusive; NPSR antagonist: 2.1%[46.1 µM]

How did COc1ccc(/C=C/C(=O)OCC(=O)NCC2CCCO2)cc1 (stereo not drawn) do in these assays?
Luc counter: -5.1%; Lamin A splicing: inconclusive; CBFb-RUNX1 inh: -1.9%; Epigenetic derep: 0.0%; HTT aggregate: 21.1%; IMPase Li inh: 0.6%; NPSR antagonist: 11.0%

Results for Cc1cc2ccccc2n1CCNC(=O)COc1ccc2ccccc2c1 ?
Luc counter: 3.5%; Lamin A splicing: inconclusive; CBFb-RUNX1 inh: -27.7%; Epigenetic derep: -0.8%; HTT aggregate: -14.2%; IMPase Li inh: 30.7%[activator][38.3 µM]; NPSR antagonist: -28.4%[46.1 µM]

What do the screens show for `O=C(c1ccccc1)N1CCN(c2ccccc2F)CC1`?
Luc counter: -3.5%; Lamin A splicing: 6.7%; CBFb-RUNX1 inh: 10.3%; Epigenetic derep: 0.9%; HTT aggregate: -27.7%; IMPase Li inh: 29.3%[38.3 µM]; NPSR antagonist: 0.4%[46.1 µM]

Results for O=C1c2cccc3cccc(c23)C(=O)N1c1nccs1 ?
Luc counter: -0.8%; Lamin A splicing: 3.4%; CBFb-RUNX1 inh: 19.4%; Epigenetic derep: -2.2%; HTT aggregate: -19.6%; IMPase Li inh: -11.6%[38.3 µM]; NPSR antagonist: -2.0%[46.1 µM]

Results for COc1ccc(C(=O)OCC(=O)Nc2ccc(F)c(F)c2F)cc1OC ?
Luc counter: -2.8%; Lamin A splicing: 8.6%[0.0737 µM]; CBFb-RUNX1 inh: -0.6%; Epigenetic derep: -0.9%; HTT aggregate: 4.3%; IMPase Li inh: -2.2%[38.3 µM]; NPSR antagonist: -6.3%[46.1 µM]

What do the screens show for `COc1cccc2cc(C(N)=O)/c(=N/NC(=O)COc3ccc(Cl)cc3)oc12`?
Luc counter: 0.5%; Lamin A splicing: -11.7%; CBFb-RUNX1 inh: 6.1%; Epigenetic derep: 0.0%; HTT aggregate: 11.4%; IMPase Li inh: 2.4%; NPSR antagonist: 14.8%

What do the screens show for `O=C(CN(C1CCCCC1)S(=O)(=O)c1ccc(Cl)cc1)NCc1ccncc1`?
Luc counter: -4.3%; Lamin A splicing: inconclusive; CBFb-RUNX1 inh: -1.7%; Epigenetic derep: -1.3%; HTT aggregate: -8.7%; IMPase Li inh: -0.9%[38.3 µM]; NPSR antagonist: -12.3%[46.1 µM]

Results for Fc1ccc(/C=C2\CCCC3=C2Nc2ncnn2C3c2ccc(F)cc2)cc1 (stereo not drawn) ?
Luc counter: -0.3%; Lamin A splicing: inconclusive; CBFb-RUNX1 inh: -6.0%; Epigenetic derep: 4.0%; HTT aggregate: 22.6%[9.22 µM]; IMPase Li inh: 22.5%[38.3 µM]; NPSR antagonist: inconclusive

What do the screens show for `CC(C)[C@H](NC(=O)c1ccccc1)C(=O)OCC(=O)NCCc1ccc(F)cc1`?
Luc counter: 0.2%; Lamin A splicing: -1.6%; CBFb-RUNX1 inh: 14.4%; Epigenetic derep: 4.5%; HTT aggregate: 5.7%; IMPase Li inh: 8.8%; NPSR antagonist: 8.7%

Results for CCOCCn1c(CN(Cc2ccccc2)Cc2ccccc2)nc2c1c(=O)n(C)c(=O)n2C ?
Luc counter: -1.3%; Lamin A splicing: inconclusive; CBFb-RUNX1 inh: -6.1%; Epigenetic derep: -1.0%; HTT aggregate: -8.2%; IMPase Li inh: 16.6%[38.3 µM]; NPSR antagonist: inconclusive

Assay outcomes (PubChem BioAssay)
